# Bioassay records: PubChem BioAssay, National Center for Advancing Translational Sciences (NCATS)
# HT1080 IDH1KD tx: qHTS for induction of synthetic lethality in tumor cells producing 2HG: qHTS for the HT-1080-IDH1KD cell line. HT-1080 IDH1 knockdown viability, ATP luminescence, 48 h. Potency, µM (doses to about 46.1 µM), inactives show top-dose activity, negative = toxicity, usual class: cytotoxic. 360,000 tested, 2% active;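 further: 0% = DMSO wells and -100% = cell-free medium wells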
#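 Using the IDH1-knockdown HT-1080 line run in the same batch and compound series as the NT line, viability after 48 h at 37 °C was determined by CellTiter-Glo luminescence and expressed as % activity.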
# GLP-1R agonist: qHTS of GLP-1 Receptor Agonists. Glucagon-like peptide 1 receptor (Homo sapiens), P43220. HEK293 GLP-1R CRE-luciferase, luminescence, 4-6 h; cells express a hypersensitive GLP-1R form. Potency, µM (series often up to 45.6 µM), inactives show at the top dose activation, usual class: activators. 380,000 tested, 0.007% active. AID 624172, 2012; further: % of control where 0% means no effect
# Target sequence (P43220 whole entry, looked up): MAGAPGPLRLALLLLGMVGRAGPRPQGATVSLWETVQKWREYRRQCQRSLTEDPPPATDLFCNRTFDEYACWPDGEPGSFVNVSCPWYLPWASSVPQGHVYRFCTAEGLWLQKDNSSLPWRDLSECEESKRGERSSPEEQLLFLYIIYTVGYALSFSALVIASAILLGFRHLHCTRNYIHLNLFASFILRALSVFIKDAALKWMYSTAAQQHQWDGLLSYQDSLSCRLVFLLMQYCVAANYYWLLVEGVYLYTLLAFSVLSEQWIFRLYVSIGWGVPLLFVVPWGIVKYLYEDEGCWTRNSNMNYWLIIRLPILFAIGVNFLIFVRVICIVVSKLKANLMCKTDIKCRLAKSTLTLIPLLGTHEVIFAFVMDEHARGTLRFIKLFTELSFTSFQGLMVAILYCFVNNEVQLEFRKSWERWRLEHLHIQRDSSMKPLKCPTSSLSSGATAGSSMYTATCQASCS
# GLP1R cytotox: qHTS of GLP-1 Receptor Inverse Agonists: Cytotox Screen; HEK293 cAMP-luciferase reporter cells, luminescence, 24 h; Potency, µM (doses to about 38.3 µM), without a hit: at the top dose activity change, negative = inhibition, usual class: inhibitors; 410,000 tested, 0.13% active; AID 624418, 2012;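 further: loss of luciferase light is scored as toxicity; on the % scale 0 is the no-effect control and ±100 the full control effect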
#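 Seeding density was 200 cells/uL; after overnight-length (12 h) culture, 23 nL compounds went on for 24 h at 37 °C. Readout used a luciferase detection reagent, luminescence taken after 12 min at room temperature.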
# KB-3-1 tox: qHTS assay for MDR1-selective chemotherapeutics: Primary screen using the parental adenocarcinoma cell KB-3-1 | KB-3-1 viability, CellTiter-Glo ATP luminescence, 72 h | Potency, µM (top dose mostly 46.1 µM), without a hit: at the highest dose activity change, negative = cytotoxic, actives largely listed as cytotoxic | 400,000 tested, 1.4% active | AID 1347075, 2019; further: on the % scale 0 is the no-effect control and ±100 the full control effect; nearly all actives have a fitted effect of over 60% in size
#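 KB-3-1 parental drug-naive adenocarcinoma cells in DMEM/10% FBS, incubated 72 h at 37 C with pin-transferred compounds across a concentration series. Viability by CellTiter-Glo luminescence; concentration-response curves fitted after normalization.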
# KB-V1 MDR tox: qHTS assay for MDR1-selective chemotherapeutics: Primary screen using the drug-selected MDR subline cells KB-V1; Potency, µM (titrated, usually from 46.1 µM), for inactives: at the top dose activity change, negative = cytotoxicity, most hits filed as cytotoxic; 400,000 tested, 3.4% active; KB-V1 MDR cells viability, CellTiter-Glo, 72 h; further: on the % scale 0 is the no-effect control and ±100 the full control effect; nearly all actives have a fitted effect of over 60% in size
#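 Cells of the MDR subline KB-V1 are plated, dosed with compound at multiple concentrations, and incubated 72 h at 37 degrees C; CellTiter-Glo is then added and luminescence read after 10 min.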
# GLP1R inv ag: qHTS of GLP-1 Receptor Inverse Agonists (Inhibition Mode); Potency, µM (series often up to 38.3 µM), without a hit: at the highest dose activity change, negative = inhibition, usual class: inhibitors; HEK293 GLP-1R CRE-luciferase, luminescence, 24 h; GLP-1R form is constitutively active; AID 624417, 2012; 410,000 tested, 1.6% active; further: on the % scale 0 is the no-effect control and ±100 the full control effect; nearly all actives have a fitted effect of over 55% in size
#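 Seeding at 200 cells/uL, 12 h culture, 24 hr compound treatment, then luciferase reagent and a luminescence read; cells are HEK293 stably expressing a constitutively active GLP-1R plus cAMP-responsive luciferase.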
# SW480 rereplic: A quantitative high throughput screen for small molecules that induce DNA re-replication in SW480 colon adenocarcinoma cells; SW480 DNA re-replication, Hoechst DNA content imaging, 48 h; Potency, µM (top dose mostly 46.1 µM), for inactives: top-dose re-replication activation, most hits filed as activators; 340,000 tested, 1.8% active; AID 624297, 2012; further: % of control where 0% means no effect; nearly all actives have a fitted effect of over 55% in size
#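 Image-based read-out: total Hoechst fluorescence of nuclei (405 nm excitation, 500-530 nm emission), with hits raising the fraction of high-intensity nuclei. SW480 colon cells incubated 48 hr with compounds at 37 C.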
# HT1080NT lethal: qHTS for induction of synthetic lethality in tumor cells producing 2HG: qHTS for the HT-1080-NT fibrosarcoma cell line; HT-1080-NT fibrosarcoma viability, CellTiter-Glo ATP luminescence, 48 h; Potency, µM (highest dose often 46.1 µM), inactives show top-dose activity, negative = less viability, usual class: cytotoxic; 360,000 tested, 1.6% active; AID 686970, 2013;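 further: NT is the 2HG producing partner of a matched IDH1 knockdown line; 0% = DMSO-treated cells and -100% = media-only wells without cells; nearly all actives have a fitted effect of over 55% in size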
#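 HT-1080-NT; 750 cells/well; 5% FBS RPMI; 48 h compound, 37 degrees C; CellTiter-Glo luminescence; curve fitting and curve-class assignment.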
# TDP43 rescue: qHTS of TDP-43 Inhibitors | Potency, µM (titrated, usually from 46.1 µM), inactives show at the top dose growth rescue (activation), usual class: activators | 410,000 tested, 1.8% active | TDP-43 expressing yeast growth rescue, BacTiter-Glo, 24 h; further: % of control where 0% means no effect; nearly all actives have a fitted effect of over 50% in size
#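 Cell-based yeast growth screen: TDP-43 expression induced in galactose, inoculum OD600=0.02 after raffinose pregrowth to mid-log. Read-out BacTiter-Glo luminescence at 24 hr, 30 deg C; inhibition of toxicity seen as signal increase.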
# * = called active by the depositor; ? = inconclusive; nt = not tested or not shown; [ ] = another dose, or the depositor's remark. The call rests on the fitted dose curve; in most records, active means well fitted curve in the direction sought with a large enough effect; inconclusive means small, poorly fitted or top-dose-only effect, or another doubt; inactive means no such curve, though single readings can be large; an effect the other way counts as inactive or inconclusive. Potency means the concentration at half of the fitted maximal effect.
SMILES,HT1080 IDH1KD tx,GLP-1R agonist,GLP1R cytotox,KB-3-1 tox,KB-V1 MDR tox,GLP1R inv ag,SW480 rereplic,HT1080NT lethal,TDP43 rescue
O=C(c1ccc2c(c1)N(Cc1ccccc1)CCS2)N1CCCCC1,-9%,21%,-17%,-27%,-4%,?,2%,-2%,24%
O=C(CN1CCCCCC1)N1c2ccccc2Sc2ccc(C(F)(F)F)cc21,11µM*,0%,3%,-4%,-18%,10%,8%,?,-18%
O=C1c2ccccc2-c2c1cccc2C(=O)N(CCO)CCO,-2%,-9%,4%,-1%,-2%,-1%,0%,12%,-19%
O=C(COC(=O)CNC(=O)C1CCCCC1)Nc1ccc(Cl)cn1,7%,4%,1%,14%,2%,-5%,13%,19%,2%
COc1ccc(S(=O)(=O)NCCN2CCOCC2)cc1Br,1%,1%,5%,?,0%,8%,5%,-3%,-1%
O=C(NCCC(=O)N1CCCCC1)c1ccccc1Cl,4%,-1%,-12%,-9%,2%,1%,-3%,-8%,-13%
CS(=O)(=O)NCCNC(=O)c1cc(OCC(F)(F)F)ccc1OCC(F)(F)F,5%,9%,-14%,-26%,-17%,8%,?,3%,19%
Clc1ccc(C2=NCCn3nc4ccccc4c32)cc1,-1%,29%,-11%,?,?,2%,?,-15%,?
COc1ccc2sc(-c3ccccc3OC)c(C#Cc3cncn3C)c2c1,?,2%,18%,-3%,0%,-5%,4%,?,0%
CC1=NN(c2ccc(C)cc2)C(=O)/C1=C/c1ccc(-c2cc([N+](=O)[O-])ccc2O)o1,-1%,-9%,-16%,-2%,19%,-8%,-6%,4%,11%
Cn1nnnc1SCC(=O)NCCc1ccc(Cl)cc1,-2%,-17%,-7%,-2%,-5%,-8%,-8%,-4%,-19%
Clc1ccc(-c2ccnc3nc(N4CCOCC4)nn23)c(Cl)c1,1%,6%,3%,-4%,5%,-1%,1%,-4%,-15%
O=c1c2cc(N3CCOCC3)ccc2[nH]c(=S)n1Cc1ccccc1Cl,-9%,-5%,-5%,8%,2%,?,?,-9%,nt
COc1ccc(NC(=O)CN(C)C(=O)c2ccccc2Sc2ncnc3sc(C)c(C)c23)cc1,-7%,2%,-21%,21%,-24%,?,-6%,2%,-1%
Cc1ccnc(NC(=O)c2cccc(NC(=O)c3ccc(Cl)cc3)c2)c1,6%,25%,-11%,8%,-13%,?,-10%,3%,-4%

# Quoted from the entries so far (five entries):
SMILES,HT1080 IDH1KD tx,GLP-1R agonist,GLP1R cytotox,KB-3-1 tox,KB-V1 MDR tox,GLP1R inv ag,SW480 rereplic,HT1080NT lethal,TDP43 rescue
Cn1nnnc1SCC(=O)NCCc1ccc(Cl)cc1,-2%,-17%,-7%,-2%,-5%,-8%,-8%,-4%,-19%
Clc1ccc(-c2ccnc3nc(N4CCOCC4)nn23)c(Cl)c1,1%,6%,3%,-4%,5%,-1%,1%,-4%,-15%
O=c1c2cc(N3CCOCC3)ccc2[nH]c(=S)n1Cc1ccccc1Cl,-9%,-5%,-5%,8%,2%,?,?,-9%,nt
COc1ccc(NC(=O)CN(C)C(=O)c2ccccc2Sc2ncnc3sc(C)c(C)c23)cc1,-7%,2%,-21%,21%,-24%,?,-6%,2%,-1%
Cc1ccnc(NC(=O)c2cccc(NC(=O)c3ccc(Cl)cc3)c2)c1,6%,25%,-11%,8%,-13%,?,-10%,3%,-4%

# Remaining list, next part
SMILES,HT1080 IDH1KD tx,GLP-1R agonist,GLP1R cytotox,KB-3-1 tox,KB-V1 MDR tox,GLP1R inv ag,SW480 rereplic,HT1080NT lethal,TDP43 rescue
CCCC(C(=O)NC(C)(C)C)N(Cc1ccccc1Cl)C(=O)c1snc(C(N)=O)c1N (centres undefined),5%,0%,-9%,-24%,?,?,?,0%,9%
FC(F)(F)c1nc2ccccc2n1CCNc1nc(CN2CCCCC2)cs1,9%,5%,-5%,14%,0%,-5%,21%[9.22 µM],7%,9%
CSc1ncccc1C(=O)Nc1nnc(C2CC2)s1,-1%,0%,6%,1%,-3%,1%,2%,?,-7%
Cc1cc(C(=O)NN=C2CC(=O)CC(C)(C)C2)c(C)o1,3%,16%,3%,17%,-3%,14%,-3%,0%,?
COc1ccc(Cl)cc1NC(=O)CN(C)C(=O)c1ccc(-n2nc(C)cc2C)cc1,-1%,2%,3%,-11%,-1%,-15%,-5%,-10%,26%
COc1cccc(NC(=O)c2ccc3c(=O)n4nc(Nc5ccccc5OC)sc4nc3c2)c1,nt,5%,4%,-3%,0%,0%,nt,nt,18%
CCOC(=O)C1CCCN(C(=O)CCCn2c(=O)c3cccn3c3cccnc32)C1 (centres undefined),-1%,-1%,-5%,-8%,1%,49%[activator],29%,-4%,-19%
COc1ccc(/C=N/NC(=O)CNC(=O)c2cccs2)cc1,?,1%,-3%,25%,-11%,4%,-6%,24%,12%
Cc1cc(NC(=O)c2cc(-c3cccc(Cl)c3)on2)no1,19%,-13%,-14%,-5%,?,1%,-2%,12%,-21%
O=C(Cc1ccc(-n2c(=O)c3ccccc3n(Cc3ccccc3Cl)c2=O)cc1)NCC1CCCO1 (centres undefined),3%,14%,5%,3%,?,-22%,-4%,-1%,2%
O=C(CSc1n[nH]c(-c2ccccc2Cl)n1)NC1CCCCC1,-6%,10%,-1%,?,-13%,6%,45%,-12%,-9%
O=C(NCc1ccco1)c1cc(-c2ccco2)on1,1%,0%,4%,-7%,-15%,6%,-10%,-2%,-7%
COc1cccc(NC(=O)CSC2=Nc3ccccc3C3=NC(CC(=O)NCc4cccs4)C(=O)N23)c1 (centres undefined),nt,nt,5%,4%,11%,-5%,nt,nt,13%
O=C(C1CCCN(S(=O)(=O)c2cccc3nonc23)C1)N1CCN(c2ccccc2F)CC1 (centres undefined),nt,-1%,2%,7%,0%,3%,nt,nt,?
COc1ccc(OC)c(CC(=O)Nc2ccc3c(c2)CCC3)c1,-2%,19%,6%,-3%,-4%,?,-10%,-3%,13%
CCOc1ccc(C=Nc2cccc3ncccc23)cc1,-10%,0%,3%,1%,0%,2%,-95%[inhibitor],-19%,9%
Cc1cc(NC(=O)CSc2ccc3nnc(-c4cccc(F)c4)n3n2)no1,-11%,-1%,-24%,-10%,0%,14%,1%,-16%,-13%
Cc1nc2ccc(C(=O)N3CCSCC3)cc2s1,9%,-3%,-13%,9%,8%,18%,2%,25%,2%
CCOc1cc(/C=N/NC(=O)CCc2n[nH]c(=O)[nH]c2=O)ccc1O,24%,10%,-8%,8%,12%,27%,-5%,17%,5%[0.397 µM]
COc1cc2[nH]c(=O)n(CCCCCC(=O)NCCCN3CCOCC3)c(=O)c2cc1OC,11%,1%,-2%,24%,10%,13%,-5%,3%,0%
CC(=O)Nc1ccc(NCCc2ccco2)cc1,8%,-4%,-2%,0%,4%,13%,nt,15%,0%
Cc1ccc2c3c1C(=O)C(=O)N3C(C)(C)CC2C (centres undefined),14%,9%,-45%,7%,-11%,-6%,?,7%,?
CCOC(=O)[C@]12CCC=C1N(Cc1ccco1)C(=O)[C@H](CC(=O)NCc1ccc(OC)c(OC)c1)C2,1%,-4%,-7%,21%,0%,1%,nt,3%,0%
Cc1c(Cl)cccc1NC(=O)CSc1ncnc2c1cnn2CCO,-8%,0%,-6%,-1%,-6%,25%,?,-5%,4%
CCN(CC(=O)Nc1ccc(NC(C)=O)cc1)C(=O)C1CC(=O)N(c2ccc3c(c2)OCCO3)C1 (centres undefined),5%,7%,6%,0%,25%,13%,nt,4%,24%
O=C(CN1CCOCC1)Nc1ccc([N+](=O)[O-])cc1,1%,4%,13%,-5%,-18%,12%,-1%,-2%,4%
Cc1ccc(-c2nn(C)c(=O)c3ccccc23)cc1CNC(=O)CSc1nc2ccccc2o1,17%,3%,-1%,0%,-24%,-4%,9%,9%,9%
C/C(=N/NC(=O)c1ccc(C)s1)c1cccc(NC(=O)COc2ccc(Cl)cc2C)c1,7%,2%,4%,7%,-1%,38%[activator],26%,22%,18%
Cc1ccc(C(=O)C2=C(O)C(=O)N(Cc3ccccc3)C2c2cccnc2)o1 (centres undefined),10%,-11%,3%,-7%,-17%,0%,-7%,10%,-5%
OCCn1nc(-c2ccccc2)cc1-c1ccccc1,-1%,14%,5%,-1%,16%,?,1%,-14%,?
Cc1ccc(-c2nc(NCCCN(C)C)c3ccccc3n2)cc1,?,0%,-16%,-15%,-21%,10µM*,nt,?,22%
COc1ccc(-c2ccc(OC)c([C@H]3[C@H]4C=CC[C@@H](C)[C@@H]4C(=O)N3Cc3ccccc3)c2)cc1OC,6%,9%,4%,-6%,0%,24%,-36%[inhibitor][9.22 µM],13%,3%
COC(=O)C1(CC2CC(c3cccc(Br)c3)=NO2)CCN(C(=O)OC(C)(C)C)CC1 (centres undefined),-5%,18%,3%,6%,-23%,?,1%,-13%,11%
CCN(Cc1ccc(NC(C)=O)cc1)CC1CCCN(CCc2cccc(F)c2)C1 (centres undefined),?,7%,-20%,2%,-17%,?,-1%,-26%,12%
CCOc1ccc(NC(=O)NC2CC(=O)N(c3ccc(OC)cc3)C2)cc1 (centres undefined),1%,4%,-5%,-8%,1%,-10%,-9%,21%,-2%
CCCCCCc1ccc(OCC(=O)OC)cc1OCC(=O)OC,12%,-2%,1%,16%,8%,16%,-3%,1%,-12%
COc1ccc(N2C(=O)C(CC(=O)Nc3ccc(Cl)cc3)N(Cc3ccc4c(c3)OCO4)C2=O)cc1 (centres undefined),nt,nt,-5%,-4%,19%,?,nt,nt,6%
CCOc1cc(/C=C2\SC(=S)N(Nc3ccccc3)C2=O)ccc1O,-30%,-3%,-8%,-4%,4%,?,0%,?,-21%
